STAT3 act = increases IL-6 driven STAT3 reporter signal | U3A cells, IL-6 STAT3-luciferase reporter, luminescence; 100% = signal with IL-6 EC80 alone | activation (% of control), % at 5.6 µM | 0.91% of 190,000 active | AID 871;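 active = activation above the screen-wide mean of compound activation plus 3 SD, cut at about 130% in these data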;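 note: 0% = background luminescence of wells with medium and substrate only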
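Assay system – human STAT1-deficient U3A cells with stable STAT3-luciferase reporter · Also added – IL-6 (33 ng/mL) · Schedule – compound 1 h, then IL-6 6 h at 37 °C · Technique – reporter luminescence signal · Evaluation – % activation versus median of IL-6-stimulated wells · Benchmarks – IL-6-only wells as 100% reference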
NF-kB expr up = NF-kB expression increase, human neuronal cells | NF-kB reporter expression; active compounds read high | fold change at 12.5 µM | 1.6% of 190,000 active | AID 1239; in the data active = fold change above about 3.3
Hsp70 activator = switches on Hsp70 transcription; HeLa Hsp70 promoter luciferase reporter, luminescence; scaled: vehicle 0, proteasome-inhibitor control 100%; activation, % at 10 µM; 0.04% of 200,000 active; AID 1203;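 active = activation above the mean across all tested compounds plus 3 SD, cutoff set per campaign, cut at about 5.5% in these data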;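 note: 100% = MG132 at 30 µM as the positive control and 0% = DMSO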
STAT1 act = increases IFN-gamma driven STAT1 reporter signal. AID 932. activation (% of control), % at 5.5 µM. NIH 3T3 STAT1-luciferase reporter, luminescence; 100% = IFN-gamma alone, no compound. 2.6% of 200,000 active;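 active = activation above the screen-wide mean activation plus 3 SD, cut at about 130% in these data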;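 note: raw ratio to IFN-gamma control signal so 100% means no change and 0% no light; values of inactives mirror those of a sister screen read the other way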
APP 5UTR inh = APP translation inhibition | SH-SY5Y APP 5'UTR-luciferase reporter, luminescence | inhibition, % at 2 µM | 0.82% of 190,000 active;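 active = inhibition above a set limit, derived from the sample mean plus 3 SD, cut at about 45% in these data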; note: values of inactives mirror those of a sister screen read the other way
FLuc inhib CS = Photinus pyralis luciferase inhibition counter-screen. ATPLite firefly luciferase biochemical luminescence, 10 min. 1.5% of 200,000 active. P08659. inhibition, % at 10 µM;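 active = inhibition above about 50% when tested at 10 µM, limit read from the data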
Target sequence (P08659 whole entry, looked up): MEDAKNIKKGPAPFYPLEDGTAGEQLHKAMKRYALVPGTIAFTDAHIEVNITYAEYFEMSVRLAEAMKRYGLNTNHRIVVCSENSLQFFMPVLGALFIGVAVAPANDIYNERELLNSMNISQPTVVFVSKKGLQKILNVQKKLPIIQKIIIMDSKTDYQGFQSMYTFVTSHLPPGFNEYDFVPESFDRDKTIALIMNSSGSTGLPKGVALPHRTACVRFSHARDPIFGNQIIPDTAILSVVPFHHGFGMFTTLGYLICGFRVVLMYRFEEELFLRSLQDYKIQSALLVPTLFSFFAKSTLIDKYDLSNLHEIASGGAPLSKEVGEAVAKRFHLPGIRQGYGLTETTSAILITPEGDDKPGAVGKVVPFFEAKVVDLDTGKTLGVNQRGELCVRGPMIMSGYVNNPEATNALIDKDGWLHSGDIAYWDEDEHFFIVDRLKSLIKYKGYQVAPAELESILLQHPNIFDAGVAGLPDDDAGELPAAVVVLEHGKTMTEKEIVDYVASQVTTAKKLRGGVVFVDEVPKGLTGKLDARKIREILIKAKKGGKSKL
APP 5'UTR act = activates APP 5'UTR luciferase reporter; 1% of 190,000 active; activation, % at 2 µM; SH-SY5Y APP 5'UTR luciferase reporter, luminescence; zero percent = DMSO vehicle wells; AID 1276;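 active = activation above a set limit, based on mean plus 3 SD of controls, cut at about 140% in these data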; note: values of inactives mirror those of a sister screen read the other way
RAM inhibit = yeast RAM network inhibition; S. cerevisiae dse1pr::URA3 reporter, 5-FOA growth OD615, 2 d; analog-sensitive cbk1-as2 kinase mutant strain; AID 868; inhibition, % at 50 µM; 1.8% of 190,000 active;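 active = inhibition above a set limit, 3 SD over mean compound inhibition, cut at about 8.4% in these data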;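 note: 0% = DMSO-only wells with no growth and 100% = 10 µM 1-NA-PP1 full growth; inhibition rescues growth on 5-FOA so higher OD means more RAM inhibition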
STAT1 inh = inhibitors of IFN-gamma induced STAT1 signaling; AID 920; NIH 3T3 STAT1-luciferase reporter, luminescence; inhibition, % at 5.5 µM; 0.35% of 200,000 active;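 active = inhibition above a set limit, the mean inhibition across all tested compounds plus 3 SD, cut at about 34% in these data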;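 note: 0% = IFN-gamma with DMSO and 100% = IFN-gamma with 300 µM nifuroxazide; values of inactives mirror those of a sister screen read the other way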
STAT3 inh = inhibitors of IL-6 induced STAT3 signaling | inhibition, % at 5.5 µM | 0.89% of 190,000 active | AID 862 | U3A cells, IL-6 STAT3-luciferase reporter, luminescence; host cell line lacks STAT1;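 active = inhibition above the mean inhibition across all screened compounds plus 3 SD, cut at about 44% in these data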;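 note: 0% = DMSO only wells and 100% = 100 µM nifuroxazide control wells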
Starred values were filed as active, the others as inactive.

Results for Cc1cccc(N2CCN(C(=O)c3ccc4ncsc4c3)CC2)c1C ?
STAT3 act: 90; NF-kB expr up: 1.7; Hsp70 activator: -0.1; STAT1 act: 113; APP 5UTR inh: 80*; FLuc inhib CS: -6; APP 5'UTR act: -80; RAM inhibit: 0.0; STAT1 inh: -14; STAT3 inh: 18

How did O=C1C=C(NCc2ccc(Cl)c(Cl)c2)C2(CCCCC2)O1 do in these assays?
STAT3 act: 94; NF-kB expr up: 0.85; Hsp70 activator: 0.0; STAT1 act: 97; APP 5UTR inh: -18; FLuc inhib CS: -5; APP 5'UTR act: 18; RAM inhibit: 0.8; STAT1 inh: 3; STAT3 inh: 12

Results for CCOC(=O)C1CCN(Cc2cnc(Oc3ccc(OC)cc3)s2)CC1 ?
STAT3 act: 110; NF-kB expr up: 1.1; Hsp70 activator: -0.2; STAT1 act: 101; APP 5UTR inh: -4; FLuc inhib CS: -4; APP 5'UTR act: 4; RAM inhibit: -0.9; STAT1 inh: -1; STAT3 inh: -1

What do the screens show for `COC(=O)c1ccsc1NC(=O)CSc1nnnn1-c1ccccc1SC`?
STAT3 act: 97; NF-kB expr up: 0.88; Hsp70 activator: 0.1; STAT1 act: 99; APP 5UTR inh: -2; FLuc inhib CS: -6; APP 5'UTR act: 1; RAM inhibit: 1.7; STAT1 inh: 4; STAT3 inh: 4

How did CCNc1nc(NC(C)(C)C)nc(N(CC)n2cnnc2)n1 do in these assays?
STAT3 act: 110; NF-kB expr up: 1.4; Hsp70 activator: -0.3; STAT1 act: 96; APP 5UTR inh: -16; FLuc inhib CS: -8; APP 5'UTR act: 16; RAM inhibit: 1.1; STAT1 inh: 4; STAT3 inh: -8

Results for CC(=O)c1cccc(NC(=O)Oc2ccccc2)c1 ?
STAT3 act: 97; NF-kB expr up: 1; Hsp70 activator: -0.2; STAT1 act: 105; APP 5UTR inh: -7; FLuc inhib CS: -3; APP 5'UTR act: 7; RAM inhibit: 0.4; STAT1 inh: -5; STAT3 inh: 13

Results for COc1cc(/C=N/Nc2ccc(Cl)cc2)ccc1OC(=O)c1cccs1 ?
STAT3 act: 90; NF-kB expr up: 1.2; Hsp70 activator: -0.2; STAT1 act: 84; APP 5UTR inh: 4; FLuc inhib CS: -11; APP 5'UTR act: -4; RAM inhibit: 12*; STAT1 inh: 18; STAT3 inh: 13

How did O=C(CSc1nnc(Cc2cc(=O)[nH]c(=O)[nH]2)n1-c1ccc(Cl)cc1)N1CCc2ccccc21 do in these assays?
STAT3 act: 107; NF-kB expr up: 1; Hsp70 activator: 0.5; STAT1 act: 98; APP 5UTR inh: -11; FLuc inhib CS: -1; APP 5'UTR act: 11; RAM inhibit: 6.2; STAT1 inh: 3; STAT3 inh: 1

How did COc1ccc(OC)c(NS(=O)(=O)c2ccc(Cl)s2)c1 do in these assays?
STAT3 act: 97; NF-kB expr up: 0.85; Hsp70 activator: 0.3; STAT1 act: 98; APP 5UTR inh: 0; FLuc inhib CS: -5; APP 5'UTR act: 0; RAM inhibit: 0.3; STAT1 inh: 2; STAT3 inh: 9

What do the screens show for `Cc1ccc2ncccc2c1N`?
STAT3 act: 97; NF-kB expr up: 1.1; Hsp70 activator: 0.1; STAT1 act: 102; APP 5UTR inh: -27; FLuc inhib CS: -8; APP 5'UTR act: 27; RAM inhibit: 2.8; STAT1 inh: -3; STAT3 inh: 15

Results for COC(=O)c1ccc(N2CN=C(c3ccc(C)cc3)NC2=S)cc1 ?
STAT3 act: 106; NF-kB expr up: 1.1; Hsp70 activator: 0.2; STAT1 act: 101; APP 5UTR inh: 19; FLuc inhib CS: -5; APP 5'UTR act: -19; RAM inhibit: -0.6; STAT1 inh: -1; STAT3 inh: -4

Results for O=S1(=O)CC=C(CSc2nc3ccccc3[nH]2)C1 ?
STAT3 act: 104; NF-kB expr up: 1.6; Hsp70 activator: 0.2; STAT1 act: 104; APP 5UTR inh: -11; FLuc inhib CS: -4; APP 5'UTR act: 11; RAM inhibit: 0.7; STAT1 inh: -4; STAT3 inh: 6

What do the screens show for `COc1cccc(CN2CCNC(=O)C2CC(=O)N(C)Cc2cnccn2)c1OC` (stereo not drawn)?
STAT3 act: 99; NF-kB expr up: 1.1; Hsp70 activator: 0.0; STAT1 act: 102; APP 5UTR inh: -4; FLuc inhib CS: -4; APP 5'UTR act: 4; RAM inhibit: 0.8; STAT1 inh: -4; STAT3 inh: 7

How did OC[C@H]1O[C@@H](n2cnc3c(Nc4ccccc4)ncnc32)[C@H](O)[C@@H]1O do in these assays?
STAT3 act: 105; NF-kB expr up: 1.9; Hsp70 activator: 0.0; STAT1 act: 114; APP 5UTR inh: -28; FLuc inhib CS: 0; APP 5'UTR act: 28; RAM inhibit: 0.4; STAT1 inh: -15; STAT3 inh: -4

Results for O=C(NCC1CCCO1)c1ccc2c(=O)n(CC3CCCO3)c(SCC(=O)N3CCCC3)nc2c1 (stereo not drawn) ?
STAT3 act: 97; NF-kB expr up: 0.84; Hsp70 activator: -0.1; STAT1 act: 115; APP 5UTR inh: 2; FLuc inhib CS: 0; APP 5'UTR act: -2; RAM inhibit: 1.8; STAT1 inh: -15; STAT3 inh: 4

What do the screens show for `COc1ccccc1CNC(=O)N[C@@H](Cc1ccccc1)C(=O)O`?
STAT3 act: 101; NF-kB expr up: 1.1; Hsp70 activator: 0.2; STAT1 act: 105; APP 5UTR inh: -25; FLuc inhib CS: -11; APP 5'UTR act: 25; RAM inhibit: -0.3; STAT1 inh: -6; STAT3 inh: 0

What do the screens show for `CCOC(=O)c1c(C)nc(C)c2c(=O)oc3ccccc3c12`?
STAT3 act: 100; NF-kB expr up: 1.6; Hsp70 activator: -0.1; STAT1 act: 124; APP 5UTR inh: -8; FLuc inhib CS: 5; APP 5'UTR act: 8; RAM inhibit: 6.8; STAT1 inh: -28; STAT3 inh: 4

Results for Cc1cccc(NCCC#N)c1 ?
STAT3 act: 91; NF-kB expr up: 1.1; Hsp70 activator: -0.4; STAT1 act: 97; APP 5UTR inh: 7; FLuc inhib CS: -4; APP 5'UTR act: -7; RAM inhibit: 2.0; STAT1 inh: 4; STAT3 inh: 12

What do the screens show for `C/C(=N\NC(=O)c1cccc(F)c1)c1ccc(Br)s1`?
STAT3 act: 85; NF-kB expr up: 1.6; Hsp70 activator: -0.2; STAT1 act: 112; APP 5UTR inh: -3; FLuc inhib CS: -4; APP 5'UTR act: 3; RAM inhibit: 1.6; STAT1 inh: -13; STAT3 inh: 28

Results for Cc1nn(C(=O)c2ccco2)c(C)c1Sc1ccc(Br)cc1 ?
STAT3 act: 98; NF-kB expr up: 1.2; Hsp70 activator: 0.2; STAT1 act: 102; APP 5UTR inh: -26; FLuc inhib CS: -7; APP 5'UTR act: 26; RAM inhibit: 8.8*; STAT1 inh: -2; STAT3 inh: 10

Results for CCN(CC)S(=O)(=O)c1ccc(C)c(N=C=S)c1 ?
STAT3 act: 100; NF-kB expr up: 0.95; Hsp70 activator: 0.3; STAT1 act: 99; APP 5UTR inh: -29; FLuc inhib CS: -2; APP 5'UTR act: 29; RAM inhibit: 3.5; STAT1 inh: 0; STAT3 inh: 6

Results for O=C(Cn1nc(C(=O)O)c2ccccc2c1=O)NCc1ccco1 ?
STAT3 act: 98; NF-kB expr up: 1.1; Hsp70 activator: -0.3; STAT1 act: 102; APP 5UTR inh: -15; FLuc inhib CS: -6; APP 5'UTR act: 15; RAM inhibit: 2.4; STAT1 inh: -2; STAT3 inh: 6

Results for O=C1/C(=C/c2ccccc2)Nc2ccccc21 ?
STAT3 act: 117; NF-kB expr up: 1.1; Hsp70 activator: -0.3; STAT1 act: 96; APP 5UTR inh: 4; FLuc inhib CS: 34; APP 5'UTR act: -4; RAM inhibit: -0.6; STAT1 inh: 4; STAT3 inh: -8

Results for CCNS(=O)(=O)c1ccc2nc(NC(=O)c3cccnc3)sc2c1 ?
STAT3 act: 97; NF-kB expr up: 1.2; Hsp70 activator: 0.7; STAT1 act: 107; APP 5UTR inh: 5; FLuc inhib CS: 14; APP 5'UTR act: -5; RAM inhibit: 2.7; STAT1 inh: -7; STAT3 inh: 7

Results for Cc1cccc(NC(=O)CC2NC3CCCCC3NC2=O)c1 (stereo not drawn) ?
STAT3 act: 105; NF-kB expr up: 1; Hsp70 activator: -0.3; STAT1 act: 103; APP 5UTR inh: -9; FLuc inhib CS: 1; APP 5'UTR act: 9; RAM inhibit: 1.3; STAT1 inh: -3; STAT3 inh: 1

Gathered by group, those above containing an aryl thioether with sulfur outside any ring
What do the screens show for `COC(=O)c1ccsc1NC(=O)CSc1nnnn1-c1ccccc1SC`?
STAT3 act: 97; NF-kB expr up: 0.88; Hsp70 activator: 0.1; STAT1 act: 99; APP 5UTR inh: -2; FLuc inhib CS: -6; APP 5'UTR act: 1; RAM inhibit: 1.7; STAT1 inh: 4; STAT3 inh: 4

How did O=C(CSc1nnc(Cc2cc(=O)[nH]c(=O)[nH]2)n1-c1ccc(Cl)cc1)N1CCc2ccccc21 do in these assays?
STAT3 act: 107; NF-kB expr up: 1; Hsp70 activator: 0.5; STAT1 act: 98; APP 5UTR inh: -11; FLuc inhib CS: -1; APP 5'UTR act: 11; RAM inhibit: 6.2; STAT1 inh: 3; STAT3 inh: 1

Results for O=S1(=O)CC=C(CSc2nc3ccccc3[nH]2)C1 ?
STAT3 act: 104; NF-kB expr up: 1.6; Hsp70 activator: 0.2; STAT1 act: 104; APP 5UTR inh: -11; FLuc inhib CS: -4; APP 5'UTR act: 11; RAM inhibit: 0.7; STAT1 inh: -4; STAT3 inh: 6

Results for O=C(NCC1CCCO1)c1ccc2c(=O)n(CC3CCCO3)c(SCC(=O)N3CCCC3)nc2c1 (stereo not drawn) ?
STAT3 act: 97; NF-kB expr up: 0.84; Hsp70 activator: -0.1; STAT1 act: 115; APP 5UTR inh: 2; FLuc inhib CS: 0; APP 5'UTR act: -2; RAM inhibit: 1.8; STAT1 inh: -15; STAT3 inh: 4

Results for Cc1nn(C(=O)c2ccco2)c(C)c1Sc1ccc(Br)cc1 ?
STAT3 act: 98; NF-kB expr up: 1.2; Hsp70 activator: 0.2; STAT1 act: 102; APP 5UTR inh: -26; FLuc inhib CS: -7; APP 5'UTR act: 26; RAM inhibit: 8.8*; STAT1 inh: -2; STAT3 inh: 10
